Bioassay records: PubChem BioAssay, several laboratories
TcdB GH inh = blocks C. difficile toxin B glycohydrolase activity | P18177 | inhibition, % at 9.99 µM | hit rate 0.24% among 350,000 | AID 652162 | TcdB glycohydrolase enzymatic assay, plate reader; in the data active = inhibition above about 10%
SARS 3CLpro inh = SARS-CoV 3CLpro protease inhibition. recombinant SARS-CoV 3CLpro, quenched FRET peptide cleavage. inhibition, % at 6 µM. hit rate 0.14% among 290,000. AID 1706; in the data active = inhibition above about 12%
Y pestis TopoI = Y. pestis Topo-I inhibition via cleavage products. Y. pestis Topo-I cleavage product accumulation, plate reader. activity, % at 10 µM. hit rate 0.064% among 360,000. AID 504884; in the data active = activity above about 50%, passing the limit was not always enough; note: inactives centre near 2
Rv3671c inh = Rv3671c (M. tuberculosis) protease inhibition | P9WHR9 | inhibition, % at 5.96 µM | hit rate 0.048% among 320,000; in the data active = inhibition above about 38%;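 note: extracellular domain of Rv3671c used as enzyme; 0% = enzyme with DMSO and 100% = no enzyme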
Target sequence (P9WHR9 whole entry, looked up, the tested form may be a part): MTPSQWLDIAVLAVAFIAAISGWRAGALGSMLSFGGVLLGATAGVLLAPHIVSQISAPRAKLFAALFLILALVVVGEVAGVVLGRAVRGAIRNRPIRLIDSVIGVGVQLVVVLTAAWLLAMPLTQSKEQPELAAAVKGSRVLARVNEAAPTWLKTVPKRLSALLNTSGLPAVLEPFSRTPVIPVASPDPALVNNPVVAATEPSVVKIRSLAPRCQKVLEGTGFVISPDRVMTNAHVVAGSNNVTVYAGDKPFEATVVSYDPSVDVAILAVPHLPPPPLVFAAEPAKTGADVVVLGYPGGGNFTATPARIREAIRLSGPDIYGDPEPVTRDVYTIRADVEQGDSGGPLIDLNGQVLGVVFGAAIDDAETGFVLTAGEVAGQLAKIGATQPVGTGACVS
VHR inh abs = DUSP3 (human) phosphatase inhibition; AID 1654; P51452; inhibition, % at 13.3 µM; recombinant VHR phosphatase, pNPP absorbance; hit rate 0.52% among 290,000; in the data active = inhibition above about 50%; note: some compounds called inactive have numbers as strong as hits
Target sequence (P51452 whole entry, looked up): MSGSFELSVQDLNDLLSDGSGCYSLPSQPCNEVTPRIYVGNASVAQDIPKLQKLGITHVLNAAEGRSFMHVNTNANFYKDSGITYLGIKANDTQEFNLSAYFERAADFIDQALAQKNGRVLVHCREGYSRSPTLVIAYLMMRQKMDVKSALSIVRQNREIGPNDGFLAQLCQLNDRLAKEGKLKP
PriA SSB inh = K. pneumoniae PriA-SSBct interaction inhibition | AlphaScreen SSBct-PriA binding, biotinylated peptide | inhibition, % at 33 µM | hit rate 0.6% among 430,000 | AID 1272365; in the data active = inhibition mostly above about 37%, no sharp cut-off; inactive = mostly below about 20%;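 note: plate controls were negative control peptide for no effect and reference peptide for full effect; strong numbers were not always called active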
MazEF act = activators of E. coli MazEF toxin-antitoxin RNase; P0AE70; FAM/BHQ RNA-DNA oligo cleavage fluorescence, 5 h; activation, % at 20 µM; hit rate 0.32% among 350,000; in the data active = activation above about 50%
Target sequence (P0AE70 whole entry, looked up): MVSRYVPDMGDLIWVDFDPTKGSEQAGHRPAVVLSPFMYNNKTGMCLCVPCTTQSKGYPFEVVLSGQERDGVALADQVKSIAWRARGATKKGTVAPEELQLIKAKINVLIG
Vc quorum ag = inducers of Vibrio cholerae quorum light production without autoinducers; V. cholerae BH1578 lux reporter, luminescence, 6 h; activation, % at 18.7 µM; hit rate 0.16% among 350,000; in the data active = activation mostly above about 9.7%, no sharp cut-off; note: not every result past the cut was called active; inactives centre near 0; reference of the scale not given here
PfHsp40 yeast = rescue of PfHsp40-mediated yeast toxicity; hit rate 0.68% among 340,000; S. cerevisiae expressing PfHsp40, growth rescue, ATP luminescence; growth rescue, % at 12.5 µM; AID 504582; in the data active = growth rescue above about 28%, passing the limit was not always enough;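 note: yeast W303a lacking pdr1 and pdr3 grown in galactose medium; growth measured after three days at 30 °C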
Anthrax LF inh2 = blocks Bacillus anthracis lethal factor protease; AID 588501; inhibition, % at 10 µM; hit rate 0.12% among 360,000; multiplex microsphere protease cleavage assay, LF; in the data active = inhibition above about 30%; note: plate controls were buffer without enzyme for full effect and enzyme alone for no effect
* = called active by the depositor; i = inactive; / = not tested or not shown; & = joins results of further samples; ! = repeats disagree.

The opening 5 compounds as a preview:
SMILES | TcdB GH inh | SARS 3CLpro inh | Y pestis TopoI | Rv3671c inh | VHR inh abs | PriA SSB inh | MazEF act | Vc quorum ag | PfHsp40 yeast | Anthrax LF inh2
Cc1ccc(-c2ccc(=O)n(CC(=O)NCc3ccc(F)cc3)n2)cc1 | -0.3 | 2 | 19 | 4 | -10 | 6 | 5 | -0.8 | -0.8 | 3
COc1cc(/C=C(/C#N)c2ccccc2F)ccc1OCc1ccccc1 | -0.5 | 9 | 24 | -15 | 9 | -29 | -12 | -0.1 | -1.8 | -1
O=C(COC(=O)CCCSc1nc2ccccc2[nH]1)Nc1ccc(Oc2ccccc2)cc1 | -0.4 | -3 | 13 | -42 | -21 | -3 | -22 | -0.3 | 2.3 | -1
CC1(c2ccc3ccccc3c2)NC(=O)N(CC(=O)N2CCN(Cc3ccccc3)CC2)C1=O (stereo unspecified) | / | / | 11 | -5 | / | -2 | 4 | i | 0.3 | -2
Cc1ccc(Cl)cc1N1CCN(C(=O)c2cn(C)c(=O)c3c2c2ccccc2n3C)CC1 | 0.9 | -2 | 6 | -4 | 8 | 5 | -5 | -0.4 | 1.3 | -10

Main list, from the start:
SMILES | TcdB GH inh | SARS 3CLpro inh | Y pestis TopoI | Rv3671c inh | VHR inh abs | PriA SSB inh | MazEF act | Vc quorum ag | PfHsp40 yeast | Anthrax LF inh2
Cc1ccc(-c2ccc(=O)n(CC(=O)NCc3ccc(F)cc3)n2)cc1 | -0.3 | 2 | 19 | 4 | -10 | 6 | 5 | -0.8 | -0.8 | 3
COc1cc(/C=C(/C#N)c2ccccc2F)ccc1OCc1ccccc1 | -0.5 | 9 | 24 | -15 | 9 | -29 | -12 | -0.1 | -1.8 | -1
O=C(COC(=O)CCCSc1nc2ccccc2[nH]1)Nc1ccc(Oc2ccccc2)cc1 | -0.4 | -3 | 13 | -42 | -21 | -3 | -22 | -0.3 | 2.3 | -1
CC1(c2ccc3ccccc3c2)NC(=O)N(CC(=O)N2CCN(Cc3ccccc3)CC2)C1=O (stereo unspecified) | / | / | 11 | -5 | / | -2 | 4 | i | 0.3 | -2
Cc1ccc(Cl)cc1N1CCN(C(=O)c2cn(C)c(=O)c3c2c2ccccc2n3C)CC1 | 0.9 | -2 | 6 | -4 | 8 | 5 | -5 | -0.4 | 1.3 | -10
CN1/C(=C\C=C2C(=O)NC(=O)NC2=O)C(C)(C)c2ccccc21 | 2.3 | -2 | 6 | -2 | 37 | -5 | -67 | 1.6 | -1.2 | -5
Cc1cnc(C2OCCO2)c2cccc(N)c12 | -1.5 | / | 5 | / | / | / | 6 | i | / | 1
CCN(CC)S(=O)(=O)c1ccc2c(c1)nc(SCC(=O)N(C)C1CCS(=O)(=O)C1)n2CC (stereo unspecified) | -1.9 | / | 8 | 9 | / | -1 | 1 | 0.0 | 0.5 | 1
CS(=O)(=O)Nc1ccccc1N=C(c1ccccc1)c1ccccc1 | -0.6 | 6 | -1 | -1 | 6 | -12 | 4 | -0.5 | 0.3 | 5
COc1ccc(Oc2nc(-c3ccccc3)ncc2C(=O)O)cc1 | -1.2 | 0 | 4 | 1 | 28 | -5 | 9 | -0.3 | -0.8 | 2
Fc1cccc(CN(C2=NCCN2)c2c(Cl)cccc2Cl)c1 | -2.1 | / | -3 | 7 | / | 1 | 11 | i | -0.5 | 21
COC(=O)c1ccccc1NC(=O)CCCn1nc([N+](=O)[O-])cc1C | 1.6 | 2 | 3 | -9 | 20 | 0 | 3 | 0.2 | -1.3 | -8
COCCCNC(=O)C(F)(F)C(F)(F)C(=O)NCCCOC | / | -2 | 0 | 9 | -6 | 2 | -11 | i | -0.7 | /
Cc1cc(C)n(CC(=O)c2cccc(N)c2)n1 | -1.3 | -1 | 1 | 6 | 9 | 2 | 4 | -0.3 | -1.3 | -2
CCOC(=O)CNC(=O)C1c2cc(OC)c(OC)cc2C(=O)N(C)C1c1ccccc1F (stereo unspecified) | / | -3 | -1 | -1 | -10 | -4 | -1 | i | -0.2 | 1
Cc1ccc2nc(-c3ccc(NC(=O)C(C)N4C(=O)c5ccccc5C4=O)cc3)sc2c1 (stereo unspecified) | / | -4 | 3 | -46 | 8 | 8 | -6 | i | 0.3 | 1
CC(C)Oc1ccc(CNC(=O)CCC(=O)N2CCSc3ccccc32)cc1 | 0.1 | -2 | 8 | -6 | -6 | 7 | 5 | -0.2 | -0.5 | -1
CCOC(=O)c1c(NC(=O)c2ccccc2C)sc2c1CC(C)(C)OC2 | / | -2 | 20 | -1 | 20 | -30 | -5 | -1.0 | 0.0 | -2
COc1ccc(C2=NOC(C(=O)NCc3ccccc3)C2)cc1 (stereo unspecified) | 0.5 | -4 | 5 | 11 | 21 | -13 | -8 | -0.2 | -0.1 | 3
COC(=O)c1ccc(COc2ncnc3ccccc23)o1 | 0.5 | 1 | -6 | -3 | 34 | -2 | 7 | -0.2 | 0.6 | -2
O=C(Nn1c(SCc2ccccc2F)nc2ccsc2c1=O)c1ccccc1 | 0.1 | 5 | 36 | -27 | -8 | -8 | 5 | -0.1 | 0.4 | 0
CCC(=O)c1cn(CC(=O)NCc2cccnc2)c2ccccc12 | / | 1 | -2 | -4 | -4 | -13 | 4 | i | 0.0 | -8
CCOC(=O)c1sc(NC(=O)c2ccc(OC(C)=O)cc2)nc1C | 0.8 | -2 | -2 | -12 | 23 | -5 | -6 | 0.9 | 1.2 | -4
CCOC(=O)/C(C#N)=C\c1cccnc1 | 0.5 | 0 | 1 | 2 | 29 | -6 | 3 | -0.3 | -1.3 | -1
Cc1nc(C(=O)N2CCCC(C(=O)c3ccc(Cl)cc3)C2)cs1 (stereo unspecified) | 0.3 | 2 | 7 | -3 | -11 | -10 | 0 | -0.3 | -1.0 | 2
COc1ccc(C(CNC(=O)c2cccc(S(=O)(=O)Nc3ccccc3OC)c2)N2CCCCC2)cc1 (stereo unspecified) | 2.4 | / | 5 | / | / | 3 | 4 | 1.2 | 0.0 | -3
CCCCNC(=O)/C=C/c1ccc(OC)c(Br)c1 | / | -4 | 1 | -3 | 3 | -21 | 3 | -0.3 | -0.8 | -1
COC(=O)c1ccc(C(=O)OC)c(NC(=S)N2CCC(N3CCCCC3)CC2)c1 | 1.8 | 1 | -6 | -20 | -17 | 1 | 11 | -6.2 | -0.3 | -8
CCN(CC)S(=O)(=O)c1cccc(NC(=O)CN2C(=O)NC3(CCC(C)CC3)C2=O)c1 (stereo unspecified) | 1.2 | / | -4 | / | / | 2 | 10 | i | 0.4 | -4
CCCCn1c(N)c(N(CC(C)C)C(=O)c2cnccn2)c(=O)[nH]c1=O | 1.8 | / | -4 | -5 | / | -10 | -4 | i | -0.8 | -3
OCCC1CN(Cc2ccc(F)cc2Cl)CCN1CCc1ccccc1 (stereo unspecified) | 1.1 | 0 | 15 | 0 | 16 | 7 | 4 | i | -1.2 | 0
COc1cccc(NC(=O)CSc2nnc(C3CCCCC3)n2N)c1 | 0.0 | / | -3 | -11 | / | 6 | 6 | i | -0.5 | -1
CCCn1c(SCC(=O)Nc2ccc(S(=O)(=O)N3CCOCC3)cc2)n[nH]c1=O | 0.2 | / | -11 | / | / | / | 5 | 0.2 | / | 1
COc1ccc(/C=C(/Sc2nnc(-c3ccc(Cl)cc3)o2)C(=O)O)cc1 | -1.2 | 1 | 12 | 2 | 22 | 1 | 5 | -0.4 | 0.4 | 6
C=CCN=C(NC#N)SCC(=O)NCc1ccccc1 | / | 0 | -4 | -9 | 4 | 2 | 5 | -1.0 | -1.5 | -2
CO/N=C\Cc1oc(=O)c(NC(=O)c2ccccc2)cc1C(=O)OC | / | 0 | 8 | 0 | 35 | / | -4 | -3.8 | -0.9 | -2
O=C(CSc1nnc(NC(=O)C2CC2)s1)Nc1ccc(F)cc1 | / | -2 | 1 | -1 | 14 | -3 | 9 | -2.1 | -0.4 | -10
C=CCn1c(COc2ccc(Cl)cc2)nnc1SCc1ccc(C#N)cc1 | / | 0 | 11 | -3 | 21 | 2 | -6 | i | -1.1 | 9
CN(C)S(=O)(=O)N1CCC(Oc2ccc(C(=O)NCCc3cscn3)cc2)CC1 | -0.5 | 3 | 0 | 1 | 0 | -9 | 1 | 7.7 | -1.7 | -2
CCCn1c(NC(=O)c2cccc(S(=O)(=O)N3CCCC3)c2)nc2ccccc21 | / | 4 | 7 | -19 | 19 | -8 | 7 | i | 8.9 | -3
COc1ccc(C2C(C(N)=O)=C(C)Nc3nc(-c4cccc(Cl)c4)nn32)cc1OC (stereo unspecified) | / | 0 | -1 | -1 | 16 | -4 | 0 | -0.4 | 0.0 | -2
Cc1ccc(S(=O)(=O)N2CCCCCC2)cc1C(=O)Nc1cccnc1 | 1.2 | 1 | -1 | 9 | 21 | -6 | 4 | i | 0.7 | -2
C/C(=N\NC(=O)c1ccn(C)n1)c1cccc(NC(=O)c2ccncc2)c1 | / | 0 | 1 | -3 | 4 | / | -7 | -0.7 | -0.6 | -3
Cc1ccc(N2C(=O)N(CC(=O)Nc3ccc(C)cc3Cl)C(=O)C2C)cc1 (stereo unspecified) | 0.8 | / | 1 | -10 | / | 7 | -1 | i | 0.7 | -1
Cc1cc(C)c(NC(=O)CN2CCOCCOCCOCCOCC2)c(C)c1 | / | -1 | -1 | -9 | / | -11 | 9 | i | -1.6 | 1
CCC(=O)c1ccc(OCC(=O)OCC(=O)N2CCCc3ccccc32)cc1 | 1.0 | / | 11 | 6 | / | -11 | 1 | -0.7 | -0.8 | /
COc1cc(OC)cc(C(=O)Nc2ccc(C(=O)NCC3CCCO3)cc2)c1 (stereo unspecified) | 1.3 | -1 | 10 | 1 | -18 | -8 | 5 | i | -1.8 | 4
Cc1occc1C(=O)NNC(=O)C1CCCC1 | -5.4 | -4 | 5 | -4 | 8 | -3 | 4 | i | -0.1 | 2
Cc1csc(NC(=O)c2ccc(N3CCCC3=O)cc2)n1 | 0.9 | -2 | -2 | -3 | 11 | 1 | -1 | -0.3 | -2.6 | 1
Cc1cc(C)c(OCC(=O)Nc2nnc(C3CC3)s2)c(C)c1 | 1.5 | / | -5 | / | / | -5 | 2 | i | -0.3 | 2
Cn1c(SCC(N)=O)nnc1-c1ccc(S(=O)(=O)N2CCCC2)cc1 | 0.9 | -3 | -8 | 0 | -9 | -11 | 5 | i | -0.2 | 0
COc1ccc(C(CCN)c2ccc3c(c2)OCO3)cc1 (stereo unspecified) | 1.0 | 3 | -11 | 4 | -6 | -5 | 0 | i | -0.6 | -6
CC1CCN(C(=O)N[C@@H](Cc2ccccc2)C(=O)O)CC1 | / | -6 | 1 | 7 | 10 | -14 | -2 | 0.7 | 0.1 | 0
CC(=O)NC1(NC(C)=O)CCN(C)CC1 | / | 0 | -3 | 8 | 12 | 6 | 2 | -0.5 | -0.3 | -4
CN(C)P1(N(C)C)=Nc2c(c(N)nn2C)C(c2ccccc2)=N1 | 1.5&1.1 | -1 | -2&-7 | -2 | -2 | -6 | 4&1 | -1.1&-10 | 39*! | -1&-5
CCC(C)(C)n1nnnc1C(C(C)C)N(CCCO)Cc1cc2cc(C)ccc2[nH]c1=O (stereo unspecified) | / | -2 | 19 | -5 | 41 | -7 | 5 | i | -0.4 | 1
COC(=O)c1ccc(CO/N=C2\CCCc3nonc32)cc1 | 3.7 | 1 | 9 | -10 | 1 | / | -1 | -4.3 | 0.7 | -1
Fc1ccc(N/N=C/c2ccncc2)c(F)c1 | -2.6 | 1 | 2 | -8 | 13 | / | -2 | 2.7 | 1.5 | 0
O=C(C1CCC(CNS(=O)(=O)c2cccs2)CC1)N1CCN(c2ccc(F)cc2)CC1 (stereo unspecified) | 1.7 | -1 | 30 | -2 | 5 | 12 | 5 | -0.5 | 2.1 | -1
N#Cc1ccccc1CSc1ccccn1 | / | 5 | 4 | 1 | 5 | -23 | 14 | -0.3 | -0.7 | -2
Cc1ccc(S(=O)(=O)NCCNC(=O)c2cc(OCC(F)(F)F)ccc2OCC(F)(F)F)cc1 | / | -2 | 16 | 0 | 3 | -7 | 7 | i | 0.4 | -5

Only part of the results is shown; count on the stated rates, not on these rows.
